NCOA3 inh: inhibits human SRC3 coactivator | Q9Y6Q9 | HEK293 GAL4-SRC3 luciferase reporter, luminescence | inhibition, % at 3.6 µM | 360,000 tested, 0.17% active | AID 588352;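 active = inhibition above a per-campaign cutoff, the mean of all compounds plus 3 SD, cut at about 60% in these data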;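 also: 0% = DMSO-treated cells and 100% = gossypol-treated cells at 36 µM; higher means less SRC3-driven luciferase light from the GAL4 reporter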
LRH-1 inv ag: inverse agonists of human LRH-1 (NR5A2); O00482; HEK293T StAR-luciferase reporter, LRH-1 transfected, 24 h; inhibition, % at 3.6 µM; 360,000 tested, 0.13% active; AID 602396;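 active = inhibition above the mean inhibition of all tested compounds plus 3 SD, cut at about 73% in these data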;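 also: 0% = DMSO wells and 100% = reporter-only cells lacking LRH-1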
Target sequence (O00482 whole entry, looked up): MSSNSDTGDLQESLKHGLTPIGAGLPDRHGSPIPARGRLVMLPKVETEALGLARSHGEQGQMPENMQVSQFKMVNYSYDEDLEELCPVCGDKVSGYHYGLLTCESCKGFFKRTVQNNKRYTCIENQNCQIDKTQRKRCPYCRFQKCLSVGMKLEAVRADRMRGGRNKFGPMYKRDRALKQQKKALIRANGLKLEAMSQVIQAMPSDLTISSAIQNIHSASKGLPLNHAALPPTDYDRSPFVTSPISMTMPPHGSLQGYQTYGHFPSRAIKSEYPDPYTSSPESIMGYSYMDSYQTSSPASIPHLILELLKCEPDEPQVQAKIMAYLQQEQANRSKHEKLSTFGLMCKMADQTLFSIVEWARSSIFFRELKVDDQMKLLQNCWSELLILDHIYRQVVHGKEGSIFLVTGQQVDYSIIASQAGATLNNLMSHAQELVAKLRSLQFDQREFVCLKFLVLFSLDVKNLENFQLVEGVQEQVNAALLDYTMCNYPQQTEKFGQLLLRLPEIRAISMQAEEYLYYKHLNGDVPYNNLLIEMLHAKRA
TROY signal inh: blocks TROY-dependent signaling in reporter cells; 360,000 tested, 0.98% active; Q293 LMP1-TROYcd NF-kB luciferase reporter, 4 h; inhibition, % at 10 µM;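 active = compounds whose plate-normalised and pattern-corrected inhibition of the luciferase reporter signal at the single screening dose is 50% or more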
EBV LMP1 NFkB: reduces LMP1-driven NF-kappaB luciferase signal | 350,000 tested, 0.69% active | LMP1-induced NF-kappaB luciferase reporter cells, luminescence | inhibition, % at 12.5 µM; in the data active = inhibition above about 41%;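 also: 0% = neutral control wells and 100% = reference inhibitor control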
TRAIL sens C8: caspase-8 TRAIL sensitization | NB7+C8 cells + TRAIL, ATPlite viability luminescence | inhibition (viability loss, TRAIL sensitization), % at 10 µM | 360,000 tested, 1% active | AID 624354;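 active = compounds causing at least 50% loss of cell viability in the single-dose screen, relative to plate controls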
CF NFkB inh: cystic fibrosis NF-kB activation inhibition. KKLEB NF-kB-GFP reporter, PAF-induced, GFP fluorescence overnight. inhibition, % at 5 µM. 360,000 tested, 0.86% active;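 active = at least 50% inhibition at 5 µM, scaled per plate between neutral and stimulator controls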;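 also: PAF is a Pseudomonas aeruginosa culture filtrate used as stimulus; plate controls were PAF-stimulated DMSO wells for no effect and unstimulated DMSO wells for full effect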
NCOA1 inh: inhibitors of human steroid receptor coactivator 1 (SRC1). Q15788. HEK293 GAL4-SRC1 luciferase reporter, luminescence. inhibition, % at 3.6 µM. 360,000 tested, 0.12% active. AID 588354;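 active = inhibition above the campaign mean plus 3 SD, with each screening campaign given its own cutoff, cut at about 60% in these data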;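 also: 0% = DMSO treated cells and 100% = gossypol at 36 µM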
Shn3 3UTR inh: Schnurri-3 reporter inhibition in Clone20 osteoblasts; AID 588674; inhibition, % at 12.5 µM; Clone20 osteoblast Shn3 3'UTR firefly luciferase, 24 h; 360,000 tested, 0.52% active;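 active = mean inhibition of at least 75% with every replicate also reaching 75%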;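 also: 0% = median of neutral control wells and 100% = pilot-screen positive control compound; some compounds past the cut are filed as inactive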
KKLEB tox: reduces viability of KKLEB cystic fibrosis airway cells | KKLEB CF airway cells viability, ATPlite luminescence, overnight; active compounds read low; cells stimulated with P. aeruginosa culture filtrate | activity change (cytotoxicity), % at 5 µM | 360,000 tested, 0.36% active;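 active = corrected activity change at or below -50% at 5 µM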
NR2F2 inh: inhibitors of human COUP-TFII (NR2F2); AID 686940; 370,000 tested, 0.7% active; inhibition, % at 8.6 µM; P24468; HEK293T NGFI-A luciferase reporter, luminescence;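 active = inhibition above a per-plate cutoff, mean inhibition of test wells between control levels plus 3 SD, cut at about 38% in these data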;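 also: cells cotransfected with COUP-TFII expression vector driving the NGFI-A reporter; 0% = median of COUP-TF2 test wells and 100% = reporter-only cells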
Target sequence (P24468 whole entry, looked up): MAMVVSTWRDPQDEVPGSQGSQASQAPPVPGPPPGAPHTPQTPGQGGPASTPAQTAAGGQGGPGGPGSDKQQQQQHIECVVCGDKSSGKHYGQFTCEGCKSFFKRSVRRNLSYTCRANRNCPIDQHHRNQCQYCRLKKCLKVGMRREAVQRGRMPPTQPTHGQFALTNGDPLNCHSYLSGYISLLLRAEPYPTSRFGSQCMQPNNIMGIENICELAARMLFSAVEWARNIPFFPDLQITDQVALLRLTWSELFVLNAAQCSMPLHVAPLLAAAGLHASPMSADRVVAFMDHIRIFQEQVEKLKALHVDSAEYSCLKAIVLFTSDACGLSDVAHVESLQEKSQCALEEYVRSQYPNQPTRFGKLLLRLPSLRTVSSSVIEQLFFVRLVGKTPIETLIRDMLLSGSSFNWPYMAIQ
TWEAK-Fn14 inh: inhibitors of TWEAK-Fn14 interaction signaling | AID 1159606 | 360,000 tested, 2% active | inhibition, % at 10 µM | TWEAK-stimulated Fn14 reporter cells, luciferase luminescence, 8 h; in the data active = inhibition above about 50%
* hit, by the source's call; . = not tested or not shown. These rows are one share of the data; the hit share may differ from the screen's.

SMILES	NCOA3 inh	LRH-1 inv ag	TROY signal inh	EBV LMP1 NFkB	TRAIL sens C8	CF NFkB inh	NCOA1 inh	Shn3 3UTR inh	KKLEB tox	NR2F2 inh	TWEAK-Fn14 inh
COc1ccc(C)c2sc(N(CCN(C)C)C(=O)c3ccc(S(=O)(=O)N(C)c4ccccc4)cc3)nc12	-17	-70	-4	3	4	23	1	-1	-13	3	24
CCOC(=O)N1CCN(C2CC(=O)N(c3ccc(Cl)c(Cl)c3)C2=O)CC1 (stereo unspecified)	12	-26	-3	-5	4	13	-12	3	2	-7	5
CCCC(=O)N1c2ccccc2C(N(C(C)=O)c2ccccc2)CC1C (stereo unspecified)	6	13	9	-1	-9	12	19	-2	-4	6	19
c1ccc(CNc2ncnc3c2ncn3C2CCCCO2)cc1 (stereo unspecified)	-64	-88	-56	-16	-3	-7	-83	-33	-1	-19	-7
CC(=O)/C(=C/Nc1ccc(Oc2ccccc2)cc1)c1ccccc1	-13	1	-10	1	-5	-8	-7	12	-2	-15	-5
CC(=O)c1cccc(NC(=O)c2ccc(-c3c(C)noc3C)c3ccoc23)c1	-14	2	-27	.	18	-77	-6	-69	-2	-62	49
CC(=O)c1cccc(NC(=O)C2=CC(c3ccco3)=NS(=O)(=O)N2C)c1	-27	-16	-17	3	13	-2	-3	-21	12	-5	-7
N=C(N)SCc1cccc2ccccc12	14	6	4	-23	-6	20	14	20	-13	38*	7
CCOC(=O)CCS(=O)(=O)c1ccc(-c2ccc(S(=O)(=O)CCC(=O)OCC)cc2)cc1	12	-1	-5	-4	-10	4	8	4	-8	10	-5
CC1CCN(C(=O)C2CCC(CNS(=O)(=O)c3cccc4cccnc34)CC2)CC1 (stereo unspecified)	13	17	5	0	3	9	-16	19	-16	15	-4
CS(=O)(=O)c1ccc(N2CCN(S(=O)(=O)c3cccs3)CC2)c([N+](=O)[O-])c1	5	12	1	6	27	4	2	11	-22	3	14
CCOc1ccc(CCNC(=O)C2CCN(c3nn4c(=O)cc(C)nc4s3)CC2)cc1	6	-3	19	1	32	3	9	7	-2	4	-12
COc1ccc(S(=O)(=O)N/N=C\c2ccc3c(c2)OCO3)cc1	10	-6	-9	0	-2	-9	6	1	12	.	1
CC(C)(C)NC(=O)NC(=O)CN1CCCCCCC1	11	2	-8	-10	0	0	-3	9	6	-27	-9
O=CN1Cc2ccccc2-c2ccccc2C1	-2	13	22	-10	-4	6	9	12	-4	-21	-3
Cc1cccc(NC(=O)CN2C(=O)CSC2=O)c1	16	-12	0	4	0	26	0	9	-7	-1	-2
COCP(=O)(c1ccccc1)c1ccccc1	17	-14	15	5	6	36	-7	7	0	12	-2
CCC(C)c1ccc(NC(=O)c2cccs2)cc1 (stereo unspecified)	-58	-150	1	-41	60*	-30	-81	-27	-14	-60	24
Cc1ccc(-n2nnnc2Sc2nc([N+](=O)[O-])nn2C)c(C)c1	17	5	6	-1	2	4	-4	-35	8	1	14
CC(=O)Nc1ccccc1Oc1ccccc1	-4	-16	-7	10	-27	-15	-7	2	10	6	5
COc1ccc(C2CC(c3ccc(OC)cc3OC(C)=O)=NN2C(=O)c2ccccc2)cc1 (stereo unspecified)	-3	-2	14	-7	22	15	2	9	-2	-4	18
Cc1ccc(NC(=O)C(C)C(=O)Nc2ccc(C)cc2)cc1	18	14	-11	-16	-10	-16	-17	-1	5	-9	4
CC(C)(O)P(=O)(O)CCc1ccccc1	11	-3	-4	1	-5	4	-102	19	0	22	1
CCOC(=O)c1c(C)[nH]c(C(=O)COC(=O)C2CC2C)c1C (stereo unspecified)	-99	-167	16	-11	9	13	-137	-57	-4	-76	46
COCCNC(=O)CN(c1ccccc1OC)S(C)(=O)=O	12	17	0	3	10	-3	6	-6	-4	-5	3
SMILES	NCOA3 inh	LRH-1 inv ag	TROY signal inh	EBV LMP1 NFkB	TRAIL sens C8	CF NFkB inh	NCOA1 inh	Shn3 3UTR inh	KKLEB tox	NR2F2 inh	TWEAK-Fn14 inh
CC1CCCCC1NC(=O)C1CCN(S(=O)(=O)N2CCCCCC2)CC1 (stereo unspecified)	-4	-7	-15	-7	9	1	-2	11	4	20	-2
Cc1nnc(SCC(=O)Nc2nc3c(s2)CC(C)CC3)s1 (stereo unspecified)	-29	-40	-27	-1	33	-3	-37	18	4	10	8
Cc1ccc(S(=O)(=O)CCC(=O)OCC(=O)Nc2ccc(N3CCOCC3)cc2)cc1	7	8	3	-3	5	13	-17	-3	-4	-3	-1
COc1ccc(Cl)cc1NC(=O)C1Cc2cc(S(=O)(=O)N3CCCC3)ccc2N1C(C)=O (stereo unspecified)	-8	13	-3	-15	-10	-1	12	5	-7	8	-11
COc1cc(/C=C/C(=O)OC(C)C(=O)c2ccccc2)cc(OC)c1OC (stereo unspecified)	-1	14	16	3	-15	-15	-16	21	10	-3	-11
CCC(C)N=Cc1c(NCc2ccco2)nc2c(C)cccn2c1=O (stereo unspecified)	-18	8	-1	12	-9	-21	-3	10	8	5	-3
CC(C)C[C@H](NC(=O)N1CC(=O)Nc2ccccc21)C(=O)N[C@@H](Cc1c[nH]c2ccccc12)C(=O)O	16	18	-13	0	-3	11	6	-2	-12	5	-7
O=C(CNS(=O)(=O)c1ccccc1)OCC(=O)c1ccc(OC(=O)c2ccccc2)cc1	-4	0	-10	3	-30	-1	-13	-35	14	-11	-14
CC(=O)Nc1ccc(NC(=O)CSc2nnc3ccc(-c4cccnc4)nn23)cc1	3	-12	7	-3	3	-20	-9	-6	16	-9	-18
CCn1nc(C(=O)NNC(=O)c2ccc(OC(F)F)cc2)c2ccccc2c1=O	-11	-51	1	5	9	-7	7	4	1	-16	-3
Nc1nc2ccc(C(=O)Nc3ccc(N4CCOCC4)cc3)cc2s1	-36	-8	-25	7	32	-10	-17	-27	-5	-15	1
CN(C)C(CNC(=O)c1ccc(C(F)(F)F)cc1)c1ccco1 (stereo unspecified)	-5	2	-17	-27	-4	-9	-27	-3	1	-2	-6
N=C1SCC(=O)N1c1nc(-c2ccccc2)cs1	-62	-76	-61	3	8	-12	-102	-29	14	-37	-26
COc1c(C)cc(C(=O)C2CCCN(C(=O)Cn3ccc(C)n3)C2)cc1C (stereo unspecified)	21	-4	11	-3	-32	-6	10	6	-5	-3	1
CC1CCC2(CC1)OCC1(CCC3(COC4(CCC(C)CC4)OC3)C1=O)CO2 (stereo unspecified)	3	0	4	-7	3	3	-7	-11	-3	-1	-21
CCCCCCNC(=O)C(C#N)c1nc2ccccc2nc1N1CCOCC1 (stereo unspecified)	-8	8	-34	2	-3	2	10	10	3	-13	0
Cc1ccc(-c2cc(C(=O)N3CCN(c4ccc(F)cc4)CC3)c3ccccc3n2)o1	-1	-11	16	0	11	-1	-10	-65	-6	0	8
CCOc1ccc(NC(=O)CN(C)C(=O)CCCOc2ccc(Br)cc2)cc1OCC	13	11	13	-1	-9	-33	-14	1	6	29	3
C=CCn1c(SCC(=O)NNC(=O)Nc2ccc(C)cc2)nnc1-c1ccccc1	18	-10	-5	4	4	7	4	9	0	-10	7
O=C(Nc1ccccc1)C1=C[C@H](c2coc3ccccc3c2=O)C[C@H](OCc2ccc(CO)cc2)O1	-9	-12	0	5	5	-20	0	-13	3	13	0
O=C(NC1CCCC1)c1cccc(S(=O)(=O)N2CCOCC2)c1	23	8	7	6	-34	23	7	-3	-12	-19	9
CCn1c(SCC(=O)N2CCC(C)CC2)nc2c(c1=O)SCC2	30	4	15	12	2	-8	10	-11	10	11	15
CCOc1ccc(-n2c(=S)sc3c(=O)[nH]c(SCC(=O)C(C)(C)C)nc32)cc1	3	-5	26	0	14	21	-5	9	0	7	-23
COC(=O)c1cccc(NC(=O)CSc2nc3cccnc3n2C)c1	31	10	35	32	5	8	4	57	-7	14	35
CNS(=O)(=O)c1cccc(C(=O)OCC(=O)NC(C)CCc2ccccc2)c1 (stereo unspecified)	0	-14	-18	42*	-4	1	-2	-15	-7	3	-2
SMILES	NCOA3 inh	LRH-1 inv ag	TROY signal inh	EBV LMP1 NFkB	TRAIL sens C8	CF NFkB inh	NCOA1 inh	Shn3 3UTR inh	KKLEB tox	NR2F2 inh	TWEAK-Fn14 inh
O=C1CC(N2CCN(S(=O)(=O)c3ccc([N+](=O)[O-])cc3)CC2)C(=O)N1c1ccccc1F (stereo unspecified)	-6	-3	7	-15	-6	6	-8	4	-4	-36	-5
CC1Cc2ccccc2N1C(=O)CSC1=NCCS1 (stereo unspecified)	-15	3	9	-15	-13	8	-25	-13	4	-13	-2
COC(=O)C[C@H](NC(=O)Cn1cnc2c(SC)nc(N)nc21)C(=O)OC	-2	4	-14	6	-13	13	12	-18	1	-13	3
COC(=O)C1CC(=O)c2sccc2C1 (stereo unspecified)	16	-11	15	-3	-4	-4	-5	-10	-3	-8	18
COc1cccc(C(C2C(=O)CC(C)(C)CC2=O)C2C(=O)CC(C)(C)CC2=O)c1	4	7	12	-10	-17	14	-1	7	1	-18	11
ONC(=Nc1ccccc1)c1ccccc1Cl	3	-4	-3	-8	0	5	5	-15	-1	-14	-4
Cc1ccc2nc(COc3ccc(Cl)cc3)cc(=O)n2c1	-61	-77	-33	-20	-1	-3	-58	-64	-19	-18	-1
O=C(CSc1ccccc1)N1CCN(S(=O)(=O)c2cccs2)CC1	-9	-3	-11	.	-9	19	-1	-4	2	22	-11
CCOc1cc(-c2noc(CCC(=O)NC3CCCCC3)n2)ccc1OC	12	15	-2	1	-9	6	-15	18	-2	-3	2
CCOC(=O)c1sc(-c2ccccc2)cc1NC(=O)Nc1ccc([N+](=O)[O-])cc1	9	15	-12	-9	-2	10	-3	-24	-8	-6	-7
Cc1nn(-c2ccc(C(=O)NCC(c3ccco3)N3CCCC3)cc2)c(C)c1Cl (stereo unspecified)	12	-26	5	0	5	6	-16	-16	0	-29	5
O=C(NC12CC3CC(CC(C3)C1)C2)c1cccnc1Cl	-28	-3	23	3	3	-8	-4	-1	-3	-14	-23
O=[N+]([O-])c1ccc(Sc2ccc(F)cc2)nc1	9	18	2	7	2	-2	7	11	2	-2	2
COCc1c(C(=O)N/N=C(\C)c2ccc(Cl)s2)nnn1-c1nonc1N	8	-15	1	-7	-6	-4	-21	-10	3	-6	27
O=C1CSC(=Nc2ccccc2)N1	9	4	-11	-3	-13	-5	-7	-3	1	1	8
Nc1ccc(C(=O)Oc2ccc([N+](=O)[O-])cc2)cc1	-34	6	-37	-13	2	2	-21	-67	-12	-24	-22
CCCNC(=O)COC(=O)c1ccc(S(=O)(=O)N2CCCC2)cc1	-10	-5	5	-1	-4	-17	-6	-13	0	-14	-10
COc1ccccc1/C=N/NC(=O)CC(=O)NCc1cccnc1	5	7	4	-2	-3	9	-3	-9	-3	-1	-12
CC(=O)c1ccc(N2CCN(S(=O)(=O)c3cn(C)c(C)n3)CC2)cc1	9	-8	-10	4	-2	5	-20	-51	2	-12	3
O=C(NC1CCCCCC1)c1ccc2c(=O)n3c(nc2c1)CCCCC3	-82	-110	-17	-31	31	-5	-76	-56	5	-61	-23
